NFkB transloc pot – enhances IL-1B driven NFkB nuclear translocation | HUVEC IL-1B NFkB p65 nuclear translocation imaging | activation, % at 2 µM | hit rate 0.3% among 94,000 | AID 819;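 active = activation above 40%, about the mean plus 3 SD, also judged a hit on visual image review; inconclusive = activation above 40% but not a hit on visual review; inactive = activation not above 40% and no visual hit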;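 also: percent activation is computed from the nuclear over cytoplasmic p65 intensity ratio; values of inactives mirror those of a sister screen read the other way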
Bcl-B displacement – displacers of TR3 peptide from Bcl-B, primary screen, selectivity assay for Bfl-1 inhibitor project, biochemical, fluorescence polarization; FP displacement of FITC-TR3 peptide from Bcl-B; higher % means a stronger effect; displacement, % at 20 µM; hits with a dose series show IC50 in µM; hit rate 0.11% among 96,000;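 active = displacement above 50% at 20 µM plus a fluorescence interference ratio under 1.5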;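 also: plate controls were wells without compound for no effect and wells lacking Bcl-B protein for full effect; a part of the inactive calls stands beside numbers as strong as those of hits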
PLAP inhibition – PLAP enzyme inhibitors, biochemical, luminescence, HTS (AID 690) | purified PLAP, luminescent substrate; higher % means a stronger effect | inhibition, % at 20 µM; hits with a dose series show IC50 in µM | hit rate 0.08% among 96,000; in the data active = a potency from the dose series; inactive = the rest, 99 in 100 with inhibition below about 30%; also: strong numbers were not always called active
IL1B NFkB inh – blocks IL-1B driven NFkB nuclear translocation in HUVEC cells; HUVEC IL-1B NFkB p65 nuclear translocation imaging; inhibition, % at 2 µM; hit rate 0.43% among 94,000;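 active = inhibition above about 30% together with a positive call from visual inspection of the well image, limit read from the data; inconclusive = inhibition above a set limit but visual check negative; inactive = inhibition not above a set limit, visual check negative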;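 also: nuclear over cytoplasmic p65 intensity ratio measured by imaging; 0% = IL-1B stimulated DMSO wells and 100% = unstimulated DMSO wells; values of inactives mirror those of a sister screen read the other way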
MRP reversal – MRP-mediated drug resistance reversal; H69AR cells + 2 uM doxorubicin, CellTiter-Glo, 72 h; differential viability (reversal), % at 10 µM; hit rate 0.04% among 85,000;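 active = viability drop by adding the cancer drug above about 55%, with treated viability meeting a 40% cutoff, limit read from the data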;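 also: viability without doxorubicin minus viability with 2 µM doxorubicin for each compound; larger differential means the compound sensitizes cells more to doxorubicin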
MRP reversal cytotoxicity – second read-out of MRP reversal, no call of its own (marks repeat the call); viability, %; H69AR cells, CellTiter-Glo, 72 h; measured here: cytotoxicity without doxorubicin
MRP reversal with doxorubicin – also measured in MRP reversal; calls as there; viability, %; measured here: viability with 2 uM doxorubicin; hits give low values
IL1B NFkB inh cell count 2 µM – recorded beside IL1B NFkB inh, whose call it bears; cell count; measured here: cells passing quality filter;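 raw number of nuclei counted in each imaged well without normalization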
NFkB transloc pot cell count 2 µM – also measured in NFkB transloc pot; calls as there; cell count; measured here: cells passing quality filter
* hit, by the source's call; ? = inconclusive; nt = not tested or not shown. A portion of the library. The share of hits here may be higher or lower than overall.

SMILES | NFkB transloc pot | NFkB transloc pot cell count 2 µM | Bcl-B displacement | PLAP inhibition | IL1B NFkB inh | IL1B NFkB inh cell count 2 µM | MRP reversal | MRP reversal cytotoxicity | MRP reversal with doxorubicin
O=C(Nc1ccc(N2CCN(C(=O)c3ccc(Cl)cc3)CC2)cc1)c1ccc(Br)o1 | 18 | 133 | -7% | 13% | -18 | 133 | 3 | 42 | 39
Cc1c(C(=O)O)c(-c2ccccc2)nn1-c1ccccc1 | -6 | 8 | -2% | -25% | 6 | 8 | nt | nt | nt
Cc1ccc(-c2cc3nc4c(c(=O)n3[nH]2)CCCC4)cc1 | 9 | 132 | nt | nt | -9 | 132 | 2 | 80 | 78
Cn1c(=O)c2c(nc(NC(Cc3ccccc3)C(=O)O)n2Cc2ccccc2)n(C)c1=O (configuration not stated) | -3 | 82 | 0% | -33% | 3 | 82 | nt | nt | nt
CC(C)(C)C(=O)NCCCc1ccccc1 | 11 | 63 | -6% | 10% | -11 | 63 | -8 | 98 | 107
COc1cc(-c2nnc(SCC(=O)N3CCCC3)o2)cc(OC)c1OC | 15 | 149 | 1% | -12% | -15 | 149 | 16 | 85 | 69
CCc1nc2c(nnn2Cc2ccc(F)cc2)c(=O)[nH]1 | 14 | 142 | -7% | -30% | -14 | 142 | 0 | 99 | 99
CCC1CCCCN1CCCn1c(=S)[nH]c2ccccc2c1=O (configuration not stated) | 2 | 190 | 13% | -36% | -2 | 190 | -6 | 86 | 92
Cc1ccc(N2C(=O)CC(Sc3nc4ccccc4o3)C2=O)cc1Cl (configuration not stated) | 1 | 154 | -3% | 10% | -1 | 154 | nt | nt | nt
CN(C)c1ccc(N=Cc2ccco2)cc1 | 7 | 104 | 27% | -17% | -7 | 104 | -10 | 45 | 55
Cc1cc(NC(=O)CSc2nc3c(sc4ccccc43)c(=O)n2CCc2ccccc2)n[nH]1 | 10 | 144 | -1% | -18% | -10 | 144 | 18 | 90 | 72
CCOc1ccc(C(=O)Nc2c3c(nn2C(C)(C)C)CSC3)cc1OCC | 26 | 70 | -1% | -30% | -26 | 70 | -2 | 101 | 104
CCCc1nnc(NC(=O)CCCN2C(=O)c3ccccc3C2=O)s1 | -5 | 85 | -4% | 7% | 6 | 85 | -2 | 92 | 94
COc1ccccc1CC(=O)O/N=C(\N)c1cccc([N+](=O)[O-])c1 | 3 | 137 | -3% | 17% | -3 | 137 | nt | nt | nt
CCC1CCCCN1S(=O)(=O)c1ccc(NC(=O)c2cccs2)cc1 (configuration not stated) | -4 | 91 | nt | nt | 4 | 91 | 1 | 53 | 52
CC(=O)Nc1ccc(NC(=O)c2cc(C)nn2-c2ccccc2)cc1 | -9 | 136 | 3% | -12% | 9 | 136 | 5 | 89 | 84
N#Cc1nc(COc2ccc(Br)cc2)oc1N1CCCCCC1 | 30 | 184 | 1% | 5% | -30 | 184 | 8 | 94 | 86
CC(C)(C)NC(=O)CSc1nnc(NC(=O)CCn2cnc3ccccc3c2=O)s1 | -6 | 115 | -2% | -8% | 6 | 115 | -3 | 84 | 87
CCC(C)NC(=O)c1c(N)n(/N=C/c2cccs2)c2nc3ccccc3nc12 (configuration not stated) | -2 | 136 | -39% | -6% | 2 | 136 | nt | nt | nt
Cc1ccc(N(C)C(=O)C2CCN(S(=O)(=O)c3ccc4c(c3)oc(=O)n4C)CC2)cc1 | -9 | 183 | -19% | -14% | 9 | 183 | nt | nt | nt
CCc1[nH]nc2c1C1(CCN(C(=O)OCc3ccccc3)CC1)C(C#N)=C(N)O2 | -2 | 113 | nt | nt | 2 | 113 | -14 | 94 | 108
O=c1c(-c2ccc(Oc3ccccc3)cc2)[n+]([O-])c2ccccc2n1OCc1ccccn1 | 9 | 192 | -4% | -22% | -9 | 192 | 1 | 83 | 82
COCc1[nH][nH]c(=O)c1C=Nc1ccc(Cl)cc1 | -1 | 176 | 1% | -65% | 2 | 176 | 8 | 94 | 86
CCOC(=O)c1c(C)[nH]c(C)c1C(=O)COC(=O)[C@@H](NC(=O)c1ccccc1OCC)C(C)C | 7 | 180 | -12% | -81% | -6 | 180 | nt | nt | nt
CCN(CC)S(=O)(=O)c1ccc2c(c1)nc(CCC(=O)OCc1c(C)noc1C)n2C | 9 | 161 | -6% | -48% | -9 | 161 | -2 | 81 | 83
Remaining list, next part
SMILES | NFkB transloc pot | NFkB transloc pot cell count 2 µM | Bcl-B displacement | PLAP inhibition | IL1B NFkB inh | IL1B NFkB inh cell count 2 µM | MRP reversal | MRP reversal cytotoxicity | MRP reversal with doxorubicin
COc1ccc(Br)cc1CNC(=O)Nc1cccs1 | 27 | 175 | -8% | 15% | -27 | 175 | 8 | 101 | 93
CCOC(=O)CCc1c(C)c2ccc(OCC(=O)N(CC)CC)c(C)c2oc1=O | 6 | 87 | -9% | -54% | -6 | 87 | 1 | 86 | 84
Cc1ccc(CC2CC(=O)N(Cc3ccco3)C2=O)cc1 (configuration not stated) | nt | nt | -48% | -56% | nt | nt | 8 | 98 | 90
O=C(Nc1ccc2c(c1)C(=O)N(c1ccccc1)C2=O)C1CCCO1 (configuration not stated) | 2 | 187 | nt | nt | -2 | 187 | 10 | 92 | 82
O=C(CN1C(=O)C2C3C=CC(C3)C2C1=O)Nc1ccc(C(=O)O)cc1 (configuration not stated) | -3 | 172 | 0% | -3% | 2 | 172 | nt | nt | nt
C=CCOC(=O)c1cc(-c2ccc(/C=C3\C(=O)NC(=O)C(C#N)=C3C)o2)ccc1Cl | 26 | 153 | -47% | -50% | -26 | 153 | nt | nt | nt
CC1(C)Cc2c(c(N3CCOCC3)nc3sc(C#N)c(N)c23)CS1 | -22 | 62 | -5% | 13% | 22 | 62 | -11 | 66 | 77
CC(C)C1Oc2ccccc2N(CC(=O)N(Cc2ccccn2)C2CC2)C1=O (configuration not stated) | 5 | 173 | nt | nt | -5 | 173 | -7 | 77 | 84
CCOC(=O)CC(=O)CSc1ccc2nnc(-c3ccc(C)cc3)n2n1 | -7 | 104 | 13% | -14% | 7 | 104 | nt | nt | nt
Cc1cccc(Cn2c(N3CCN(c4ccccc4)CC3)nc3c2c(=O)n(C)c(=O)n3C)c1 | -13 | 175 | -1% | -77% | 13 | 175 | 3 | 72 | 70
CCC(=O)Oc1ccc(C(=O)Nc2cccc(C(=O)c3ccccc3)c2)cc1 | 4 | 100 | 4% | 6% | -4 | 100 | nt | nt | nt
Nc1nonc1C(=O)NCCc1ccccc1 | -6 | 173 | -1% | 23% | 6 | 173 | 6 | 101 | 95
CN1CCN(C(=O)NC2CCCCC2)CC1 | 12 | 88 | nt | nt | -12 | 88 | -2 | 96 | 98
Cc1ccccc1/C=N\NC(=O)c1csnn1 | 5 | 182 | 4% | 14% | -5 | 182 | nt | nt | nt
COc1cc(OC)c(C2=NOC(C(=O)O)C2)cc1Cl (configuration not stated) | -3 | 133 | -4% | -6% | 3 | 133 | 9 | 93 | 84
COc1ccc(-n2nc3c(c2NC(=O)c2ccc(Br)cc2)CS(=O)C3)cc1 (configuration not stated) | 3 | 58 | -8% | -78% | -3 | 58 | 7 | 99 | 92
COc1ccc(C)cc1NC(=O)CNC(=O)Cn1ccc2ccccc2c1=O | 13 | 96 | nt | nt | -13 | 96 | nt | nt | nt
CC(CN1CCOCC1)C(=O)O (configuration not stated) | 7 | 102 | nt | nt | -7 | 102 | -1 | 95 | 96
CCOc1ccc(NC(=O)CS(=O)(=O)c2cn(C)c3ccccc23)cc1 | -3 | 67 | 2% | 5% | 3 | 67 | 14 | 97 | 82
CCCCC(=O)N1CCCC(c2nc3c(nnn3Cc3cc(C)ccc3C)c(=O)[nH]2)C1 (configuration not stated) | 0 | 237 | 5% | -62% | 0 | 237 | 24 | 54 | 30
Cc1ccccc1CN(c1ccc(C(=O)N2CCCC2)cc1)S(C)(=O)=O | -10 | 58 | 1% | -36% | 10 | 58 | -2 | 102 | 104
O=C(NCCCN1CCOCC1)c1cc2cc(Br)ccc2oc1=O | -4 | 103 | -12% | -6% | 4 | 103 | -4 | 93 | 96
CCn1c(SCC(=O)N2CCCc3ccccc32)nc2ccccc2c1=O | 9 | 184 | 7% | -78% | -8 | 184 | -19 | 44 | 63
COc1ccc(C2CC(=O)N3CN(c4ccccc4F)CSC3=C2C#N)cc1OC (configuration not stated) | 9 | 160 | -1% | -7% | -9 | 160 | -19 | 90 | 109
CC(=O)Nc1cccc(-c2nc3ccc(NC(C)=O)cc3[nH]2)c1 | -1 | 111 | 3% | -2% | 1 | 111 | -13 | 85 | 98
Following part.
SMILES | NFkB transloc pot | NFkB transloc pot cell count 2 µM | Bcl-B displacement | PLAP inhibition | IL1B NFkB inh | IL1B NFkB inh cell count 2 µM | MRP reversal | MRP reversal cytotoxicity | MRP reversal with doxorubicin
CCOC(=O)c1nnn(-c2nonc2N)c1-c1ccc(OCC)cc1 | 30 | 77 | 9% | 0% | -27 | 77 | 14 | 95 | 82
Clc1ccc(Cn2ncc3c(NCc4ccccc4)ncnc32)cc1 | 11 | 178 | -17% | 12% | -11 | 178 | -56 | 22 | 79
O=C(C1CC(c2ccccc2O)=NO1)N1CCCCC1 (configuration not stated) | 29 | 80 | 13% | 9% | -29 | 80 | 9 | 109 | 100
CCCOc1ccc(N2C(=O)CC(S/C(N)=N/N=C(\C)c3cccs3)C2=O)cc1 (configuration not stated) | -2 | 125 | -1% | -16% | 2 | 125 | nt | nt | nt
COc1cccc(C2N(c3ccc(Cl)c(Cl)c3)C(=O)C3CCCN32)c1OC (configuration not stated) | -12 | 166 | -7% | -52% | 12 | 166 | 8 | 85 | 77
O=C(NNC1CC(=O)N(c2ccc3c(c2)OCCO3)C1=O)c1ccccc1 (configuration not stated) | 7 | 148 | -6% | 2% | -7 | 129 | nt | nt | nt
CCOC(=O)c1cc(-c2ccccc2)nc2c1c(C)nn2-c1ccccn1 | 31 | 197 | -2% | -46% | -31 | 197 | -26 | 45 | 71
COc1cc(/C=N/Nc2nc(Nc3ccc(C)cc3)nc(-n3nc(C)cc3C)n2)cc(OC)c1OC | -3 | 173 | -1% | -93% | 3 | 173 | nt | nt | nt
Clc1nc(NCc2cccnc2)nc(N2CCOCC2)n1 | -12 | 136 | nt | nt | 12 | 136 | 13 | 84 | 71
COc1ccc(OC)c(NC(=O)CC(Cc2ccccc2OC)C(=O)O)c1 (configuration not stated) | 30 | 184 | 2% | -9% | -30 | 184 | nt | nt | nt
Cc1cccc2cc(COC(=O)C(C)C)c(=O)[nH]c12 | -4 | 143 | 3% | -3% | 4 | 143 | -2 | 108 | 111
COC(=O)c1c(C)n(-c2ccc(OC)cc2)c2ccc(O)cc12 | 24 | 178 | 0% | 15% | -24 | 178 | -31 | 18 | 50
COc1ccc(-c2nnn(CC(=O)N(Cc3cccs3)C(C)C(=O)NCCC(C)C)n2)cc1OC (configuration not stated) | 6 | 99 | 0% | -80% | -6 | 99 | 11 | 95 | 84
Cc1ccc(-n2c(C)cc(/C=N/NC(=O)c3ccncc3)c2C)cc1 | 9 | 161 | -3% | -53% | -9 | 161 | nt | nt | nt
Clc1ccc(-n2ncc3c(NCc4ccco4)ncnc32)cc1 | ? | nt | -7% | nt | -47 | 158 | -8 | 12 | 20
COC(=O)C1=C(N)n2c(s/c(=C\c3cccnc3)c2=O)=C(C(=O)OC)C1c1cccnc1 (configuration not stated) | -8 | 107 | 0% | 0% | 8 | 107 | -2 | 86 | 88
N#Cc1c(NC(=O)CSC2=NCCS2)sc2c1CCCC2 | 7 | 50 | -18% | -4% | -7 | 50 | 8 | 71 | 63

Compound profiles (already shown).
Record of `Cc1cccc2cc(COC(=O)C(C)C)c(=O)[nH]c12` → NFkB transloc pot: -4; NFkB transloc pot cell count 2 µM: 143; Bcl-B displacement: 3%; PLAP inhibition: -3%; IL1B NFkB inh: 4; IL1B NFkB inh cell count 2 µM: 143; MRP reversal: -2; MRP reversal cytotoxicity: 108; MRP reversal with doxorubicin: 111
Record of `COC(=O)C1=C(N)n2c(s/c(=C\c3cccnc3)c2=O)=C(C(=O)OC)C1c1cccnc1` (configuration not stated) → NFkB transloc pot: -8; NFkB transloc pot cell count 2 µM: 107; Bcl-B displacement: 0%; PLAP inhibition: 0%; IL1B NFkB inh: 8; IL1B NFkB inh cell count 2 µM: 107; MRP reversal: -2; MRP reversal cytotoxicity: 86; MRP reversal with doxorubicin: 88
